High-throughput results (PubChem BioAssay)
Fibroblast inh = antiproliferative effect on LL 47 fibroblasts – human, LL 47 cells, CellTiter-Glo luminescence, primary screen. LL 47 human lung fibroblast viability, ATP luminescence; stronger effect = lower value. viability, % at 10 µM. actives 1.1% (n = 85,000). AID 719, 2007;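 active = viability at or below 50% in the single dose screen; inactive = viability above 50%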;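 note: compound exposure lasted 72 h before the ATP readout; 100% = median luminescence of untreated cell-only wells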
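material = human LL 47 lung fibroblast cells | dosing = compounds added from tenfold dosing solution, 0.1% DMSO final | timing = overnight cell rest, 72 h compound treatment at 37 °C | measured by = CellTiter-Glo luminescence measuring cellular ATP | evaluation = % viability versus median cells-only luminescence | control set = cell-only wells, no compound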
H69AR growth 86K = proliferation blockers of H69AR lung cancer cells, primary screen, cell-based, human, 86K library. AID 598, 2007. actives 6% (n = 85,000). viability, % at 10 µM. H69AR lung tumor viability, ATP luminescence, 72 h; stronger effect = lower value;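 active = viability at or below 40%; inactive = viability above 40%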;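 note: multidrug resistant small cell line overexpressing MRP-1 efflux transporter; 100% = mean luminescence of untreated control wells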
CYP2C19 inhib = blockers of cytochrome P450 2C19 activity – biochemical, luminescence, ADME assay, primary screen | P33261 | CYP2C19 Supersomes, luciferin-H EGE luminescence, 30 min | inhibition, % at 5 µM | actives 21% (n = 96,000) | AID 778, 2007;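 active = CYP2C19 inhibition above a set limit at 5 µM in the primary screen, cut at about 50% in these data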;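 note: plate controls were negative control wells for no effect and 2.5 mM tranylcypromine positive control for full effect; values of inactives mirror those of a sister screen read the other way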
Target sequence (P33261 whole entry, looked up): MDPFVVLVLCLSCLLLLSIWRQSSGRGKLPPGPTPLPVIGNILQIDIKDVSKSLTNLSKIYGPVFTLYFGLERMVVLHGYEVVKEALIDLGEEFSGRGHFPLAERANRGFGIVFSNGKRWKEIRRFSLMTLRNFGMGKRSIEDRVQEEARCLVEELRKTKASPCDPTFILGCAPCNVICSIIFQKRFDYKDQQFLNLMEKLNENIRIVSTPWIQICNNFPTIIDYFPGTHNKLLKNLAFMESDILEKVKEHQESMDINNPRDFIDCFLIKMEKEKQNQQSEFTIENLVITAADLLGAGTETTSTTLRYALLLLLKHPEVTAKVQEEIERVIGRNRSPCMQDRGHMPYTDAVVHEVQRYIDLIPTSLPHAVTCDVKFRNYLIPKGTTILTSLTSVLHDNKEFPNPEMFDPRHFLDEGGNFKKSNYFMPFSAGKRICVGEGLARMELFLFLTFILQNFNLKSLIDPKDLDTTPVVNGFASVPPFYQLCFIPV
HUVEC prolif 384 = inhibitors of HUVEC proliferation, primary screen, cell-based, 384-well; CellTiter-Glo luminescence, 72 h; stronger effect = lower value; viability, % at 10 µM (by protocol); actives 1.1% (n = 86,000); AID 648, 2007;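 active = viability at or below 30%; inactive = viability above 30%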;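 note: 100% = median luminescence of DMSO-only cell control wells on each plate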
ERa coact inh = ERα–SRC-1 coactivator interaction inhibitors, primary screen, biochemical, TR-FRET, ERα LBD, estradiol-bound; Estrogen receptor (Homo sapiens), P03372; TR-FRET ER-alpha LBD / SRC-1 peptide; inhibition, % at 25.6 µM; actives 1.7% (n = 86,000); AID 629, 2007; in the data active = inhibition above about 50%;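 note: 0% = receptor plus peptide control and 100% = peptide only without receptor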
Target sequence (P03372 whole entry, looked up, the tested form may be a part): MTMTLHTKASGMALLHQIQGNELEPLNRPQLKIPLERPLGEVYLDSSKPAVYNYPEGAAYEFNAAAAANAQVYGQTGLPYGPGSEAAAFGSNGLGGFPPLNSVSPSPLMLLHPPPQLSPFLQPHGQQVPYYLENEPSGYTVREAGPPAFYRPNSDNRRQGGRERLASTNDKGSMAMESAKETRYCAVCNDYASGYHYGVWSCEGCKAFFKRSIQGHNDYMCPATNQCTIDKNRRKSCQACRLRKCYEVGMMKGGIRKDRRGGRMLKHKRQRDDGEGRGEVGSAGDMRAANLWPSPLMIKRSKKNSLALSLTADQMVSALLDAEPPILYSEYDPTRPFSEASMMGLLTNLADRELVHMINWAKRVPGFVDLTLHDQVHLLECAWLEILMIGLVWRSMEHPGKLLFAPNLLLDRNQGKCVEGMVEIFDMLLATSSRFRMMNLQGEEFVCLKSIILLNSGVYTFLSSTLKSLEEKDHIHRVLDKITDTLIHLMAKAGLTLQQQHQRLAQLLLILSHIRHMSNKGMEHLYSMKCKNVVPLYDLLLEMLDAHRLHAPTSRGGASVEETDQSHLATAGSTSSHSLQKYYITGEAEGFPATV
ERa coact pot = enhancers of ERα–SRC-1 coactivator binding, primary screen, biochemical, TR-FRET, ERα LBD, low estradiol | Estrogen receptor (Homo sapiens), P03372 | TR-FRET ERalpha-LBD/SRC-Cy5 coactivator binding, 2 h; 100 = basal binding, no effect | coactivator binding (% of control), % at 25.6 µM | actives 1.3% (n = 86,000); in the data active = activity above about 200%;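 note: binding measured in presence of low estradiol as agonist stimulus; 0% = peptide alone without receptor and 100% = receptor with peptide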
CD11b adhes enh = enhancers of CD11b/CD18 adhesion to fibrinogen, primary screen, K562 cells, luminescence | ATPlite luminescence | activation, % at 10 µM | actives 0.07% (n = 93,000) | AID 1499, 2009;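 active = 10 µM primary screen giving 50% or more activity, confirmed by 40% or more on retest at that dose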; note: strong numbers were not always called active
CD11b adhes inh = inhibitors of CD11b/CD18 adhesion to fibrinogen, primary screen, K562 cells, luminescence; actives 0.54% (n = 93,000); Integrin beta-2 (Homo sapiens) + Integrin alpha-M (Homo sapiens), P05107+P11215; inhibition, % at 10 µM; AID 1497, 2009; ATPlite luminescence; Mn2+ added to activate the integrin;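 active = primary inhibition of 50% or more at 10 µM, then 40% or more on retest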; note: some results filed as inactive read as strong as hits
CYP2C19 act = human CYP2C19 activators, primary screen, biochemical, luminescence | Cytochrome P450 2C19 (Homo sapiens), P33261 | recombinant CYP2C19, luciferin-H EGE luminescence; stronger effect = higher value; 0 = fully inhibited enzyme, 1 = untreated enzyme | 96,000 tested, under 10 active | activation factor at 5 µM;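 active = activation factor of at least 2 at 5 µM in the primary screen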;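 note: 0 = wells with 2.5 mM tranylcypromine and 1 = vehicle-only wells; values of inactives mirror those of a sister screen read the other way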
An asterisk follows results filed as active; · = no result given; [ ] = dose if it differs, or a comment.

canonical_smiles	H69AR growth 86K	CYP2C19 inhib	HUVEC prolif 384	ERa coact inh	ERa coact pot	CYP2C19 act	Fibroblast inh	CD11b adhes inh	CD11b adhes enh
COc1ccc(-c2nnc(SCC(=O)NC(C)c3ccccc3)o2)cc1 (stereo not drawn)	79	59*	101	11	98	0.4	91	2	4
CCC(C)(C)NC(=O)C(C)OC(=O)c1nsc(Cl)c1Cl (stereo not drawn)	95	·	90	-35	114	·	94	·	·
CCc1nc2ccccc2c(C(=O)OCC(=O)Nc2ccc(S(=O)(=O)N3CCOCC3)cc2)c1C	28*	-2	77	-1	132	1	90	10	-1
CC1CCC(C(=O)NC(C(=O)N2CCc3ccccc3C2)C(C)C)CC1 (stereo not drawn)	98	16	99	-6	102	0.8	77	4	-3
O=C1CC(=O)CC(c2ccco2)C1	89	47	97	8	102[fluorescence artefact?]	0.5	99	-14	-3
O=C(CC(C(=O)N1CCc2ccccc21)n1ccnc1)NCc1ccccc1 (stereo not drawn)	91	100*	88	2	96	0	92	11	-4
c1nc(N2CCC3(CC2)OCCO3)c2c3c(sc2n1)CCCC3	73	85*	73	1	114	0.1	90	-2	-1
COc1ccc(CNC(=O)c2cc3c(=O)n4ccccc4nc3n(Cc3ccco3)c2=N)cc1	52	·	81	91*[fluorescence artefact?]	36[fluorescence artefact?]	·	104	·	·
CN(C)S(=O)(=O)c1cccc(C(=O)OCC(=O)Nc2sccc2C#N)c1	·	0	·	·	·	1	·	5	-4
O=C(O)C1CCN(C(=O)c2scc3c2OCCO3)CC1	102	0	95	3[fluorescence artefact?]	122	1	109	-3	-1
O=C(CCn1c(=O)c2sccc2n(CC(=O)OCc2ccccc2)c1=O)NCc1ccco1	86	30	72	-1	125	0.7	·	-10	1
Cc1cc(C)n2nc(SCC(=O)Nc3c(C)n(C)n(-c4ccccc4)c3=O)nc2n1	93	0	87	1	110	1	91	-12	1
COc1ccccc1N1CCN(Cc2nc(N)nc(Nc3ccc(C)c(Cl)c3)n2)CC1	·	9	·	·	·	0.9	·	-3	8
CS(=O)(=O)N(Cc1ccccc1)c1ccc(C(=O)NC2CCCCC2O)cc1 (stereo not drawn)	101	52*	99	-1	101	0.5	98	-3	-3
Cc1ccccc1-n1c(C)nnc1SCC(=O)N1CC(=O)Nc2ccccc21	76	70*	102	-2	101	0.3	97	1	-2
CCOc1ccccc1NC(=O)CSc1nnc(-c2ccccn2)n1Cc1ccco1	79	72*	102	-3	104	0.3	89	40	-6
CN(CC(=O)NCCC1=CCCCC1)S(=O)(=O)c1ccc2c(c1)c(=O)n(C)c(=O)n2C	91	26	100	7	111	0.7	86	-6	0
COc1ccccc1-c1nnc(SCC(=O)O)n1C	77	6	100	0	108[fluorescence artefact?]	0.9	99	-15	0
c1ccc(C(CN2CCOCC2)c2ccccc2)cc1	91	58*	100	-1	104	0.4	98	-9	-1
O=C(CCN1CCN(C/C=C/c2ccccc2)CC1)Nc1ccccc1	82	23	93	1	95	0.8	98	4	3
Cc1ccc(NCc2nnc(SCC(N)=O)n2CC2CCCO2)c(C)c1 (stereo not drawn)	99	·	90	-9	103	·	87	·	·
NC(=O)C1CCN(C(=O)c2ccc(C(F)(F)F)cc2)CC1	99	23	94	0	100	0.8	96	5	3
CCC(=O)Nc1cccc(NC(=O)CSc2nnc(C3CC3)n2C)c1	101	3	96	-6	204*	1	97	-1	-1
Clc1ccc(Cn2ncc3c(NCc4cccnc4)ncnc32)cc1	94	66*	92	3	96	0.3	94	44	-6
CN1CCN(C(=O)N2CCNC2=O)CC1	105	-23	106	-4	106	1.2	98	-2	-1
CO/N=C/NC(=O)c1c(OC)ccnc1Oc1ccccc1	·	-4	·	·	·	1	·	4	1
CCC(Sc1nc(=O)cc(N)n1-c1cccc(C)c1)C(=O)Nc1cc(C)on1 (stereo not drawn)	92	2	105	3	125	1	100	-24	1
N#CC1=C(C=Nc2ccccc2O)CCC1	88	1	72	-1	101	1	97	-9	0
CC1CC(C)CN(C(=O)c2ccc3c(=O)n(Cc4ccc5c(c4)OCO5)c(=S)[nH]c3c2)C1 (stereo not drawn)	83	48	73	-6	106	0.5	92	5	-7
Cc1ccc(Sc2oc(/C=N/n3cnnc3)cc2Br)cc1	23*	100*	91	5	121	0	71	4	-4

As a short view, three of the compounds above.
canonical_smiles	H69AR growth 86K	CYP2C19 inhib	HUVEC prolif 384	ERa coact inh	ERa coact pot	CYP2C19 act	Fibroblast inh	CD11b adhes inh	CD11b adhes enh
COc1ccc(-c2nnc(SCC(=O)NC(C)c3ccccc3)o2)cc1 (stereo not drawn)	79	59*	101	11	98	0.4	91	2	4
CCC(C)(C)NC(=O)C(C)OC(=O)c1nsc(Cl)c1Cl (stereo not drawn)	95	·	90	-35	114	·	94	·	·
CCc1nc2ccccc2c(C(=O)OCC(=O)Nc2ccc(S(=O)(=O)N3CCOCC3)cc2)c1C	28*	-2	77	-1	132	1	90	10	-1

Other compounds follow:
canonical_smiles	H69AR growth 86K	CYP2C19 inhib	HUVEC prolif 384	ERa coact inh	ERa coact pot	CYP2C19 act	Fibroblast inh	CD11b adhes inh	CD11b adhes enh
Cc1cccc(OCCn2c(=O)sc3ccccc32)c1	98	·	84	5	89	·	85	·	·
CC(C)c1ccccc1NC(=O)c1cccnc1	93	-10	91	-23	102	1.1	98	-1	1
Cn1c(=O)c2c(nc(OCC3COC(C)(C)O3)n2Cc2ccccc2F)n(C)c1=O (stereo not drawn)	·	9	·	·	·	0.9	·	2	0
O=C(N1CCOCC1)N1CCC(n2nnc3cc(F)ccc32)CC1	92	4	90	-8	115	1	99	-12	2
C/C(NCC(C)(C)CN(C)C)=C(/C#N)C(=O)NCc1ccccc1	98	11	101	-20	124	0.9	104	-20	0
COc1ccc(CCNC(=O)C(=O)NCc2ccc(C)cc2)cc1OC	·	12	·	·	·	0.9	·	-26	7
CCc1nnc(NC(=O)C2CCN(S(=O)(=O)Cc3ccccc3)CC2)s1	91	·	92	2	106	·	97	·	·
COC(=O)c1ccc(N2C(=O)CC(N(C)CCc3ccc(OC)c(OC)c3)C2=O)cc1 (stereo not drawn)	96	62*	89	-4	134	0.4	96	-5	-4
O=C(Nc1ccccc1-c1ccccc1)C1CCCN(c2ncccn2)C1 (stereo not drawn)	70	73*	95	-4	123	0.3	100	-5	-2
Cc1cc(C)cc(Oc2nc(C(F)(F)F)nc3ccccc23)c1	·	-12	·	·	·	1.1	·	49	-4
COc1cccc(/C=N/n2c(SC)nnc2-c2ccccc2)c1O	23*	26	51	16[fluorescence artefact?]	89[fluorescence artefact?]	0.7	89	18	-3
O=C1CCC(=O)N1CC(=O)N1c2ccccc2Sc2ccccc21	89	1	92	1	116	1	102	0	-5
Cc1ccc(CCNC(=O)C2CCCN(S(=O)(=O)c3c(C)noc3/C=C/N(C)C)C2)cc1 (stereo not drawn)	92	39	69	3[fluorescence artefact?]	90	0.6	92	2	2
O=C(COc1ccc(Cl)cc1Cl)NCCCn1ccnc1	95	100*	90	7	104	0	103	-10	4
COC(=O)C1C(=O)CC(C)(O)C(C(=O)OC)C1/C=C/c1ccccc1 (stereo not drawn)	90	2	104	-24	111[fluorescence artefact?]	1	100	·	·
Cc1cc(C)n(C(=O)c2ccc(Cn3nc(C)c(Br)c3C)o2)n1	93	·	92	-10	143	·	94	·	·
CCCCN1C(=O)c2ccc(C(=O)NC3=NCCS3)cc2C1=O	94	43	96	34	99	0.6	102	14	-6
c1ccc2[nH]c(-c3nc4ccccc4[nH]3)nc2c1	57	53*	90	1	125[fluorescence artefact?]	0.5	63	-17	1
Cc1ccc(C)c(N2CCN(S(=O)(=O)c3ccc4[nH]c(=O)c(=O)[nH]c4c3)CC2)c1	73	16	90	4	108	0.8	101	-9	-1
CCN(CC)S(=O)(=O)c1ccc(NC(=O)COc2c(OC)cccc2OC)cc1	77	22	92	-3	103	0.8	98	-7	-1
CC(C)n1c(SCC(=O)N2c3ccccc3CCc3ccccc32)nc2c1c(=O)n(C)c(=O)n2C	20*	·	43	3	79	·	97	·	·
N#C/C(=C/c1ccc(N2CCOCC2)o1)c1ccc(Cl)cc1	·	-8	·	·	·	1.1	·	6	-2
COc1ccc2c(c1)CCc1c(C(=O)Nc3ccn(Cc4ccc(C)cc4)n3)noc1-2	10*	0	38	21[fluorescence artefact?]	118[fluorescence artefact?]	1	93	3	-1
CCOC(=O)N1CCN(C(=O)CCSCCc2ccncc2)CC1	99	63*	91	-8	123	0.4	99	-11	-3
O=C(Nc1ccc(Cc2ccncc2)cc1)C1CCC(N2C(=O)C3CC=CCC3C2=O)CC1 (stereo not drawn)	55	58*	90	55*	64[fluorescence artefact?]	0.4	89	-6	-1
COc1ccc(-c2csc(NC(=O)Cn3nc(C)cc3C)n2)cc1	100	5	94	-25[fluorescence artefact?]	97	1	97	·	·
CC(C)OC(=O)c1nnn(-c2nonc2N)c1CN1CCc2ccccc2C1	91	13	97	-1[fluorescence artefact?]	97[fluorescence artefact?]	0.9	97	·	·
CCOC(=O)C1C(c2cccs2)NC(=O)NC1(O)C(F)(F)F (stereo not drawn)	99	-1	106	-2[fluorescence artefact?]	527*[fluorescence artefact?]	1	99	0	-2
CC(C)C(=O)Nc1nnc(Sc2ccc(N(C)C)cc2)s1	95	48	97	-8	103	0.5	94	1	0
Cc1ccc(NC(=O)/C(=C/c2cccc([N+](=O)[O-])c2)NC(=O)C2CCCCC2)c(C)c1	27*	-15	33	55*	64	1.1	9.6*	·	·
NC(=O)SC/C(=N\S(=O)(=O)c1ccccc1)Nc1ccccc1	93	37	98	0	97	0.6	92	-8	-3
CCOc1ccc(NC(=O)CN(C)c2ccc(S(=O)(=O)N(C(C)C)C(C)C)cn2)cc1OCC	48	35	87	-3	101	0.6	54	-7	-4
CCCn1nc(NC(=O)c2ccco2)c2cc3ccc(C)cc3nc21	76	1	89	16	106[fluorescence artefact?]	1	100	2	10
COc1ccccc1NC(=O)CSc1nnc(Cc2cccn2C)n1CCc1ccccc1	53	41	80	-3	106	0.6	89	-4	-2
COc1cccc(NC(=O)CSCC(=O)Nc2ccccc2)c1	99	60*	87	0	102	0.4	96	-8	-4
COc1cccc(CNc2cnc3ccccc3c2)c1O	99	·	91	-53[fluorescence artefact?]	77	·	96	·	·
COc1cccc(NC(=O)CC2C(=O)NC3CCCCC3N2C(=O)c2ccc(F)cc2)c1 (stereo not drawn)	95	18	89	-5	98	0.8	92	2	-1
CCS(=O)(=O)N1CCN(C(=O)c2ccco2)CC1	98	10	100	-3	88	0.9	106	-9	-1

No enrichment for hits. About 26% of those tested had a hit in this group.
